Screening results: PubChem, The Scripps Research Institute Molecular Screening Center
PAFAH2 FP inh – inhibitors of human PAFAH2; Q99487; 340,000 compounds, 0.99% hits; AID 492956; recombinant PAFAH2, FP-rhodamine activity probe, fluorescence polarization; inhibition, % at 3.39 µM;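 active = inhibition above the mean over all tested compounds plus 3 SD, cut at about 30% in these data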;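 also: inhibitors block probe labeling of enzyme so polarization drops; 0% = enzyme with DMSO and 100% = wells lacking PAFAH2 protein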
EBNA-1 inh – blocks EBNA-1 binding to DNA; inhibition, % at 14.8 µM; AID 1950; 300,000 compounds, 0.34% hits; EBNA-1 DNA binding, fluorescence polarization; in the data active = inhibition above about 28%
LYPLA1 inh – counter-screen for PME1 inhibitors: inhibitors of human LYPLA1; recombinant LYPLA1, FP-Rh probe fluorescence polarization; 320,000 compounds, 0.16% hits; AID 2174; inhibition, % at 5.9 µM; O75608;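 active = inhibition above the mean of all tested compounds plus 3 SD, set per campaign, cut at about 14% in these data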;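 also: inhibitors block serine hydrolase probe labeling of LYPLA1 so polarization falls; 0% = enzyme with DMSO and 100% = wells lacking LYPLA1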
Target sequence (O75608 whole entry, looked up): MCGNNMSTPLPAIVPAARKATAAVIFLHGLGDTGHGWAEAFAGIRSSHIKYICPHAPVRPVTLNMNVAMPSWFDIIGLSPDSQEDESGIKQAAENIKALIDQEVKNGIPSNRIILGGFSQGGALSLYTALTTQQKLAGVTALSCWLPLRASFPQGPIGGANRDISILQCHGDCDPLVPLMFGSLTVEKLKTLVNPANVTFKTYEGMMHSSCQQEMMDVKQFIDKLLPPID
PAFAH1B3 inh – PAFAH1B3 (human) inhibition; Q15102; recombinant PAFAH1B3, FP-rhodamine probe, fluorescence polarization; inhibition, % at 3.39 µM; 340,000 compounds, 0.28% hits;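 active = inhibition above the screen-wide average of all tested compounds plus 3 SD, cut at about 25% in these data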;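 also: 0% = enzyme with DMSO only and 100% = wells lacking PAFAH1B3 protein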
LYPLA2 counter – counter-screen for PME1 inhibitors: inhibitors of human LYPLA2 | O95372 | recombinant LYPLA2, FP-Rh probe fluorescence polarization | inhibition, % at 5.9 µM | 320,000 compounds, 0.38% hits;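 active = inhibition above the screen-wide mean plus 3 SD, limit set per campaign, cut at about 26% in these data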;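 also: 0% = LYPLA2 with DMSO and 100% = wells lacking LYPLA2 enzyme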
Target sequence (O95372 whole entry, looked up): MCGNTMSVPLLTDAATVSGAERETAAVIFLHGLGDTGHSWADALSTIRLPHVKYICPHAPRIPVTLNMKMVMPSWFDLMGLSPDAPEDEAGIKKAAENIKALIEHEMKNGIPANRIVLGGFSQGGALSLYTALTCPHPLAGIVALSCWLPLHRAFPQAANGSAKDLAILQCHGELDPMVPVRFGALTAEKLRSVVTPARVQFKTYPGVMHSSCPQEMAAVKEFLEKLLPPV
ZTA DNA inh – blocks Epstein-Barr virus ZTA, an EBNA-1 counter-screen; ZTA-DNA binding, fluorescence polarization; inhibition, % at 11 µM; 320,000 compounds, 0.15% hits; AID 2234; in the data active = inhibition above about 33%
Target sequence (P03206 whole entry, looked up): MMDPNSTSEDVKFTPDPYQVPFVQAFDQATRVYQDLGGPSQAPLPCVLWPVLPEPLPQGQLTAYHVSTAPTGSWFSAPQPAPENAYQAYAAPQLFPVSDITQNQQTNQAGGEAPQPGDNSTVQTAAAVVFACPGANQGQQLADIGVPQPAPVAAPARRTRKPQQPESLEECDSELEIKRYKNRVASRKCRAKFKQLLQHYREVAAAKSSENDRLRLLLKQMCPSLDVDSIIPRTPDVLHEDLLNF
PAD4 inh – PAD4 (human) enzyme inhibition; Q9UM07; recombinant PAD4, RCA probe fluorescence polarization; inhibition, % at 6.36 µM; 330,000 compounds, 0.41% hits;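 active = percent inhibition above a cutoff equal to the mean of all tested compounds plus 3 SD, cut at about 15% in these data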;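 also: 0% = PAD4 with RCA probe and DMSO and 100% = probe without PAD4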
GSTO1 counter – counter-screen for RBBP9 inhibitors: inhibitors of human GSTO1; P78417; recombinant GSTO1, activity-based probe fluorescence polarization; inhibition, % at 5.96 µM; 300,000 compounds, 1.1% hits;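 active = inhibition above the campaign mean inhibition plus 3 SD, cut at about 35% in these data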;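 also: 0% = GSTO1-1 with DMSO and 100% = wells lacking GSTO1-1 enzyme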
Target sequence (P78417 whole entry, looked up): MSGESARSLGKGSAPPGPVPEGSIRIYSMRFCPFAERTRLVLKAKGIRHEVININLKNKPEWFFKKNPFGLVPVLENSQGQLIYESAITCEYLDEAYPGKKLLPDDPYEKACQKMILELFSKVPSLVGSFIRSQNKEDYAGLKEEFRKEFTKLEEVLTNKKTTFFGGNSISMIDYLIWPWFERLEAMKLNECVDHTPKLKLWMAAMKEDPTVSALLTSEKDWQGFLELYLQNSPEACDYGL
PREPL inh – inhibits the human prolyl oligopeptidase-like enzyme. recombinant PREPL, fluorescence polarization activity-based probe. inhibition, % at 5.96 µM. Q4J6C6. 320,000 compounds, 0.68% hits; in the data active = inhibition above about 43%;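 also: 0% = enzyme with DMSO and 100% = wells lacking enzyme; many of its hits are not listed in these tables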
* = called active by the depositor; x = not tested or not shown. Some of the compounds tested, so the mix of outcomes need not match the whole.

Sample of the layout, 3 compounds:
SMILES	PAFAH2 FP inh	EBNA-1 inh	LYPLA1 inh	PAFAH1B3 inh	LYPLA2 counter	ZTA DNA inh	PAD4 inh	GSTO1 counter	PREPL inh
CCN1CCCC1CNc1ncnc2c1[nH]c1ccc(F)cc12 (configuration not stated)	-1	15	1	4	6	-4	-5	3	25
Cc1[nH]c(=O)[nH]c(=O)c1S(=O)(=O)N1CCOCC1	-8	-9	-1	-3	6	-7	-3	2	16
CC1(C)CN(c2ccc(CC#N)cc2)C1=O	4	4	-2	4	6	-13	2	4	6

Results, from the start:
SMILES	PAFAH2 FP inh	EBNA-1 inh	LYPLA1 inh	PAFAH1B3 inh	LYPLA2 counter	ZTA DNA inh	PAD4 inh	GSTO1 counter	PREPL inh
CCN1CCCC1CNc1ncnc2c1[nH]c1ccc(F)cc12 (configuration not stated)	-1	15	1	4	6	-4	-5	3	25
Cc1[nH]c(=O)[nH]c(=O)c1S(=O)(=O)N1CCOCC1	-8	-9	-1	-3	6	-7	-3	2	16
CC1(C)CN(c2ccc(CC#N)cc2)C1=O	4	4	-2	4	6	-13	2	4	6
O=[N+]([O-])c1cccc(COc2ncnc3cc([N+](=O)[O-])ccc23)c1	4	-6	0	14	3	-5	-10	8	47*
N#Cc1c(SCC(=O)O)nc(-c2ccccc2)c2c1CCCC2	-5	2	0	-3	-4	-4	-12	5	-5
CCCCCCNC(=O)CSc1nccn1Cc1ccccc1	-7	8	-4	-1	2	-1	4	6	3
COc1ccc(OC(=O)C(C)N2C(=O)c3ccccc3C2=O)cc1 (configuration not stated)	-1	-7	-3	4	0	-6	-4	9	-8
NS(=O)(=O)c1ccc(NC(=S)Nc2ccc(S(=O)(=O)N3CCCC3)cc2)cc1	-2	-5	-2	6	-1	12	-8	-1	0
CC(C)(C)c1cc(CCC(=O)N2CCCC2)cc(C(C)(C)C)c1O	0	6	-3	2	-1	4	-3	-4	1
COc1ccc(-c2nnc(N(C)C(=O)c3ccno3)s2)cc1	-5	7	1	-4	-2	-4	-1	9	8

Rewritten bar-delimited: six of the compounds above.
structure | PAFAH2 FP inh | EBNA-1 inh | LYPLA1 inh | PAFAH1B3 inh | LYPLA2 counter | ZTA DNA inh | PAD4 inh | GSTO1 counter | PREPL inh
COc1ccc(-c2nnc(N(C)C(=O)c3ccno3)s2)cc1 | -5 | 7 | 1 | -4 | -2 | -4 | -1 | 9 | 8
NS(=O)(=O)c1ccc(NC(=S)Nc2ccc(S(=O)(=O)N3CCCC3)cc2)cc1 | -2 | -5 | -2 | 6 | -1 | 12 | -8 | -1 | 0
CCN1CCCC1CNc1ncnc2c1[nH]c1ccc(F)cc12 (configuration not stated) | -1 | 15 | 1 | 4 | 6 | -4 | -5 | 3 | 25
CCCCCCNC(=O)CSc1nccn1Cc1ccccc1 | -7 | 8 | -4 | -1 | 2 | -1 | 4 | 6 | 3
CC(C)(C)c1cc(CCC(=O)N2CCCC2)cc(C(C)(C)C)c1O | 0 | 6 | -3 | 2 | -1 | 4 | -3 | -4 | 1
Cc1[nH]c(=O)[nH]c(=O)c1S(=O)(=O)N1CCOCC1 | -8 | -9 | -1 | -3 | 6 | -7 | -3 | 2 | 16

More compounds
SMILES	PAFAH2 FP inh	EBNA-1 inh	LYPLA1 inh	PAFAH1B3 inh	LYPLA2 counter	ZTA DNA inh	PAD4 inh	GSTO1 counter	PREPL inh
CN(C)C(=O)c1cn(N(C)c2ncc(C(F)(F)F)cc2Cl)c(=O)c2ccccc12	-9	11	2	6	-6	-1	1	-4	-1
O=C(CNC(=O)Cn1ccc2ccccc2c1=O)NCCCN1CCN(c2cccc(Cl)c2)CC1	6	4	2	-4	7	-4	1	4	32
COc1cccc(C2CC(c3ccc(NS(C)(=O)=O)cc3)=NN2C(=O)c2ccccc2)c1OC (configuration not stated)	9	-2	-1	4	6	-8	5	3	5
Cc1nc(CSc2nsc(C)c2C#N)cs1	2	-4	-4	-1	3	-21	-5	-4	0
CCCCc1nc(SCCOC)c2c(=O)n(C)c(=O)n(C)c2n1	-2	-9	0	3	4	-19	0	1	-2
COc1cc(NC(=O)c2ccc(Cl)cc2)c(OC)cc1NC(=O)CN1CCCCC1	x	-6	1	x	-4	3	-6	-1	19
CCOc1ccc(CCNC(=O)Cn2ccc3cc(S(=O)(=O)N4CCCC4)ccc32)cc1	-4	-6	1	14	-7	-6	-1	-3	10
c1ccc(-c2ccccc2OCCN2CCCCC2)cc1	-3	6	-1	4	2	-11	1	3	9
Cc1ccc(S(=O)(=O)N2CCCCC2)cc1NC(=O)COc1ccccc1F	10	5	-1	-2	-5	9	1	4	3
CC(C)(C)NC(=O)CCC1COc2ccccc2O1 (configuration not stated)	2	-4	-1	-2	5	-5	1	2	3
CN(C(=O)CSc1nc(N)cc(N)n1)C1CCS(=O)(=O)C1 (configuration not stated)	6	-1	-1	8	0	6	2	8	0
O=C(c1ccc(N2CCN(C(=O)c3ccc(F)cc3F)CC2)cc1)c1cccc(F)c1	-3	-6	-3	-1	12	-15	8	-1	16
Cc1ccc(C)c(NS(=O)(=O)c2cc(C(=O)NCc3ccco3)ccc2C)c1	-1	9	-2	3	8	-23	-2	-4	-1
CCC(=O)NCc1c(C)c(C)n(Cc2ccccc2)c1-n1cccc1	5	-3	2	-1	0	21	4	0	3
CCOc1ccc(N2CC(C(=O)NCCN3C(=O)S/C(=C\c4ccc(OC)cc4)C3=O)CC2=O)cc1 (configuration not stated)	0	12	0	0	0	14	-4	0	12
CCN(C(=S)Nc1cc(S(=O)(=O)N2CCOCC2)ccc1Cl)c1cccc2ccccc12	1	-2	-2	7	-3	10	-11	14	-1
CC1(C)Cc2cccc(OCC(=O)N3CCN(S(=O)(=O)c4ccc(F)cc4)CC3)c2O1	-1	-21	-2	-3	0	2	-2	-3	1
Fc1ccc(/C=C2\CCCC3=C2Nc2ncnn2C3c2ccc(F)cc2)cc1 (configuration not stated)	-11	-3	5	-5	6	-17	4	6	6
Nc1nnc(Cc2ccccc2)s1	1	2	3	6	0	-2	0	8	7
CCOC(=O)[C@H]1[C@H]2COc3ccc(OC)cc3[C@@H]2N2C(=O)CN(Cc3ccc(OC)cc3)C(=O)[C@@]12C	-5	x	0	6	0	-26	1	x	5
COC(=O)C1C(=O)c2c([nH]c(C(=O)OC3CCCC3C)c2C)CC1C (configuration not stated)	-5	-4	-1	-2	1	4	-1	-3	4
O=C(CCc1ccccc1)NNC(=O)c1ccco1	-2	2	3	6	2	-4	0	1	18
O=C(COC(=O)Cc1n[nH]c(=O)c2ccccc12)NNC(=O)c1ccccc1	0	2	2	7	-3	-3	2	9	3
CN(C)S(=O)(=O)N1CCC(C(=O)O)(c2ccccc2)CC1	-3	-1	1	5	0	-2	6	0	14
Cc1cc(C)c2c(c1)cc(C)c1nnc(SCC(=O)N3CCCc4ccccc43)n12	-1	4	-1	7	1	-16	8	8	14
CCOc1ccc(CNC(=O)C2CCN(c3nnc(C)c4c(C)n(-c5ccc(C)cc5)nc34)CC2)cc1	6	-4	-1	-7	0	12	-5	4	25
c1csc(-c2nc3c4ccccc4c4ccccc4c3[nH]2)c1	11	5	-6	5	7	13	1	-20	15
Cc1ccc(SCC(=O)NC(=O)c2ccccc2Br)c(C)c1	5	x	x	8	x	x	-3	x	3
O=C(Cc1c(F)cccc1Cl)N1CCN(C(=O)c2ccco2)CC1	5	-5	-1	1	0	13	0	-4	-3
CCOCCCn1c(=NC(=O)c2ccco2)c(C(=O)OCC)cc2c(=O)n3cccc(C)c3nc21	7	2	0	9	-4	3	-6	4	1
O=C(Nc1cc(C(F)(F)F)ccc1Cl)C(=O)N1CCCCC1	-3	5	3	4	-3	6	-1	-2	-4
Cc1sc(NC(=O)Cc2ccc3c(c2)OCO3)nc1-c1ccc2c(c1)CCN2C(=O)c1ccc(F)cc1	-17	13	-6	2	-8	25	1	-5	9
COc1ccc(NC(=O)c2ccc(NC(=O)c3cccs3)cc2)cc1	0	4	-2	-7	-5	-13	2	-3	7
O=C(/C=C/c1ccccc1[N+](=O)[O-])c1ccccc1Br	-5	-2	-4	-4	-5	6	-3	17	-4
CCCCC[C@H]1CN(Cc2ccccc2)C(=O)[C@@H]1CC(=O)NCc1ccccc1	1	11	1	6	9	1	3	8	9
CC(C)NC(=S)Nc1ccc(Oc2ccccc2)cc1	4	0	5	-2	6	1	-2	3	9
Cc1cc(=O)[nH]c(SCC(=O)Nc2ccc(F)cc2)c1C#N	x	-3	-1	x	-6	6	-5	-8	-1
CC(C)(C)c1cc(NCc2ccccn2)n2ncc(-c3ccccc3)c2n1	4	15	-4	6	-4	12	2	0	5
Cc1[nH]c2ccccc2c1-c1nc(-c2ccc(Cl)cc2)nnc1-c1ccccc1	x	-15	-1	x	1	9	-7	1	11
Cc1nnc(SCC(=O)NC(C)(C)C)n1CCc1ccccc1	-4	1	-2	-4	0	20	-1	6	3
COc1cccc(-c2[nH]nc3c2C(c2ccc(C)o2)C(C#N)=C(N)O3)c1 (configuration not stated)	x	7	2	x	5	-3	-12	26	3
CCOC(=O)c1ccc(NC(=S)NCCCN2CCCCC2)cc1	-7	-12	-1	-5	4	-15	3	13	9
C#CC(CC)(CC)NC(=O)c1c(C)noc1C	-4	5	0	-3	8	8	-5	7	5
Cn1cc(S(=O)(=O)CC(=O)Nc2ccc3c(c2)OCCO3)c2ccccc21	8	-4	0	2	-5	1	-3	12	1
COc1ccc(S(=O)(=O)N2CCN(CC(=O)NC3CCCC3)CC2)cc1	-5	-3	1	-4	3	-14	3	8	8
CCN1C(=O)[C@@H]2[C@@H](c3ccc(SC4CCCCC4)c(OC)c3)N3CCCC[C@@]3(C(=O)OC)[C@@H]2C1=O	1	x	x	3	x	x	-1	x	6
O=C(CNC(=O)c1cccc([N+](=O)[O-])c1)NC1CCCc2ccccc21 (configuration not stated)	2	x	-2	5	4	-3	1	x	-6
CC(NC(N)=O)C12CC3CC(CC(C3)C1)C2 (configuration not stated)	4	12	1	5	-3	-10	0	-8	1
CC(=O)NS(=O)(=O)c1ccc(NC(=O)c2ccc3c(c2)NC(=O)CS3)cc1	-1	x	x	1	x	x	0	x	10
COC(=O)CSc1nc(C)c(C)c(C)c1C(N)=O	4	5	-1	7	0	1	4	0	12
CC(C)C[C@H](NC(=O)c1[nH]cnc1C(=O)Nc1ccccc1)C(=O)OC(C)(C)C	-5	-1	-6	-7	-9	1	-2	-3	15
CCCOc1ccc(N2C(=O)CC(NCC#N)C2=O)cc1 (configuration not stated)	3	-9	2	2	-2	-2	4	5	-2
